# Screening data from PubChem.
# GPR35 arrestin U2OS: GPR35 antagonists blocking zaprinast-driven arrestin recruitment, primary screen, imaging, U2OS, beta-arrestin-GFP, zaprinast agonist (AID 2058); G-protein coupled receptor 35 (Homo sapiens); U2OS GPR35 beta-arrestin-GFP translocation imaging, zaprinast antagonism; higher % means a stronger effect; inhibition, % at 10 µM, or IC50 in µM where a hit was titrated; actives 0.052% (n = 290,000);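 active = inhibition of at least 50% with at least 30 cells and total cytoplasm GFP at most 10,000,000; inconclusive = under 30 cells or total GFP of 10,000,000 plus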
# Autophagy mod: autophagy modulators in MEF cells, primary screen, imaging, high-content, MEF GFP-LC3 | MEF GFP-LC3 puncta imaging; test concentration mostly 10 µM | calls only at 10 µM (by protocol) | actives 0.98% (n = 190,000) | AID 463193, 2010;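 active = percentage of spot-positive cells more than 3 SD above its plate mean, without a fluorescence outlier flag or 80% toxicity; inconclusive = no clear call, values can overlap the other calls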;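 also: spot-positive cell cutoff set from DMSO-treated cells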
# WT yeast gro inh: growth inhibition of WT strain, primary screen, mitochondrial fusion inhibitor project, WT and mutant strains, chemical genetic; mitochondrial fusion phenotypic screen; inhibition, % at 10 µM; actives 2.1% (n = 190,000); in the data active = inhibition above about 58%; tested in S. cerevisiae
# RSV antiviral HEp-2: RSV antiviral activity via CPE protection, HEp-2 cells, primary 10 µM value included (AID 2391); HEp-2 cells, RSV-induced CPE inhibition; higher % means a stronger effect; actives 0.13% (n = 310,000); CPE inhibition, % at 10 µM; hits with a dose series show IC50 in µM; in the data active = a potency from the dose series; inconclusive = CPE inhibition mostly from about 23% at the one dose, without a potency; inactive = the rest, 99 in 100 with CPE inhibition below about 21%; also: strong numbers were not always called active
# UTI89 phage lysis: inhibition of K1F phage lysis, E. coli UTI89, bacterial capsule biogenesis inhibitors, alamar blue (AID 488966) | E. coli UTI89 K1F phage lysis, alamar blue, 2 h; higher % means a stronger effect | one-dose inhibition, % at 100 µM; IC50 in µM for titrated hits | actives 0.02% (n = 340,000);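 active = phage lysis inhibition, versus mean bacterial control, above a set limit; inconclusive = no clear call, values can overlap the other calls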;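 also: capsule biogenesis inhibitors block K1F phage lysis so surviving cells raise fluorescence; higher fluorescence means more inhibition of phage lysis; actives were called in the ten point dose series up to 300 µM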
# NS5 inhibitors: Dengue-2 NS5 methyltransferase inhibitors, primary screen, biochemical, confirmation dose response (AID 588689). Genome polyprotein (Dengue virus type 2 (strain 16681-PDK53)). Dengue-2 NS5 methyltransferase capping enzyme assay, biochemical; higher % means a stronger effect. one-dose inhibition, % at 25 µM; IC50 in µM for titrated hits. actives 0.3% (n = 340,000); in the data active = a potency from the dose series; inconclusive = inhibition above about 29% without an active follow-up result
# LYP inhibition: inhibitors of LYP phosphatase, biochemical, fluorescence intensity, uHTS (AID 1779); recombinant LYP phosphatase, fluorescence intensity; higher % means a stronger effect; actives 0.054% (n = 290,000); inhibition, % at 11.5 µM; hits with a dose series show IC50 in µM; in the data active = inhibition above about 50%;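 also: plate controls were vehicle with enzyme for no effect and no enzyme for full effect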
# AID2073: inhibitors of Mint1-CaV2.2 protein interaction, biochemical, HTRF (AID 2073); Voltage-dependent N-type calcium channel subunit alpha-1B (Homo sapiens); HTRF protein-protein interaction, Mint1-CaV2.2; higher % means a stronger effect; actives 0.19% (n = 290,000); inhibition, % at 20 µM; hits with a dose series show IC50 in µM; in the data active = inhibition mostly above about 51%, no sharp cut-off; inconclusive = no clear call, values can overlap the other calls; inactive = mostly below about 53%; also: some results filed as inactive read as strong as hits
# NTR1 ag: agonists of NTR1, primary screen, imaging, U2OS cells, beta-arrestin-GFP, high content (AID 493036) | Neurotensin receptor type 1 (Homo sapiens), P30989 | NTR1-U2OS beta-arrestin-GFP spot imaging, agonist mode | activation, % at 20 µM | actives 0.17% (n = 330,000);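 active = activation at or above 40% of the spot to cytoplasm intensity ratio, with at least 20 cells analyzed; inconclusive = wells under 20 cells, flagged as cytotoxic or low count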;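 also: 0% = DMSO without peptide and 100% = 100 nM NTR1 peptide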
# Target sequence (P30989 whole entry, looked up): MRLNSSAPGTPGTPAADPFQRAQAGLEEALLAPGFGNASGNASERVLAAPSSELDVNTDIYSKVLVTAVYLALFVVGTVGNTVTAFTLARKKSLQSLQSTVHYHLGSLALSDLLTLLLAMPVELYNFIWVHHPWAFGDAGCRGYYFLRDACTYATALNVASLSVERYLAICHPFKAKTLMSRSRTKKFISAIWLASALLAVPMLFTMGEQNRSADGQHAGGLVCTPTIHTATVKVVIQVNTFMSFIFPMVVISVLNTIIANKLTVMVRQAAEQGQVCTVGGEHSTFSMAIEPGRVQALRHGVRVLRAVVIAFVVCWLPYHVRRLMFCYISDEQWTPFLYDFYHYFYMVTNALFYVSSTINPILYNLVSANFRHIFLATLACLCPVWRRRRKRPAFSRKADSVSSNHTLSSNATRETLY
# WT yeast gro inh mutant strain: recorded beside WT yeast gro inh, whose call it bears; inhibition, %; mitochondrial fusion phenotypic screen, mutant strain inhibition
# Autophagy mod cell loss 18 h: recorded beside Autophagy mod, whose call it bears; toxicity, %; measured here: cell loss, nuclei count;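 cell loss after 18 h compound exposure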
# NTR1 ag cell count 20 µM: further read-out of NTR1 ag, marked with its call; cell count; measured here: cell count, cytotoxicity flag
# NS5 inhibitors pilot replicate: also measured in NS5 inhibitors; calls as there; inhibition, %; measured here: pilot screen replicate inhibition
# An asterisk follows results filed as active; i = inactive; ? = inconclusive; . = no result given; & = joins results of further samples; [ ] = remark or other dose.
SMILES,GPR35 arrestin U2OS,Autophagy mod,Autophagy mod cell loss 18 h,WT yeast gro inh,WT yeast gro inh mutant strain,RSV antiviral HEp-2,UTI89 phage lysis,NS5 inhibitors,LYP inhibition,AID2073,NTR1 ag,NTR1 ag cell count 20 µM,others
CCCCOc1cc(=O)[nH]c(=O)[nH]1,-2%,i,2,-6,-33,0.6%,1.4%,-1%,3%,?,2.8,74,
O=NN(CCCl)C(=O)NCCCl,.,.,.,.,.,4.1%,-2.1%,5%,.,.,-0.7,53,
CCOC(=O)COn1c(=O)c(=O)n(OC)c2ccccc21,8%,i,2,-8,8,1.7%,-0.9%,6%,-8%,-1%,-1.9,47,
CC(NC(=O)CN(C)CC(=O)Nc1ccccc1Br)c1ccccc1 (centres undefined),.,.,.,.,.,0.3%,0.4%[50 µM],2%,.,.,-3.3,42,
O=C(Nc1ccccc1)Nc1nnc(SCc2ccc(Cl)cc2)s1,7%,i,10,-9,2,2.6%,1.2%,-9%,-3%,22%,3.5,107,
C/C(CC(=O)Nc1ccc(Cl)c(Cl)c1)=N\NC(N)=S,-1%,i,-29,0,2,1.3%,-0.1%,1%,-7%,24%,-4.1,80,
Nc1nc(F)cc(NCc2ccccc2)n1,-5%,i,5,-30,-3,2.4%,0.6%,-8%,-2%,2%,1.2,34,
Cc1ccc(N(CC(N)=O)C2SC(=O)N(C)C2=O)cc1 (centres undefined),-12%,i,-6,6,0,1.6%,2.1%,-2%,-3%,3%,-0.6,86,
Cc1c(C)n(Cc2ccccc2)c2ccc(C(=O)OCCCN(C)C)cc12,21%,i,10,87*,86*,-1.5%,1.9%,1%,-3%,-16%,8.1,56,
CC1CC(C)(C)n2c(O)c(N=NC(N)=S)c3cccc1c32 (centres undefined),4%,.,.,.,.,13%,0.1%,-2%,-2%,49%,9.8,57,
COCCN1C(=O)C(=O)/C(=C(/O)c2ccc3c(c2)OCCO3)C1c1ccc(C(=O)OC)cc1 (centres undefined),2%,i,13,-6,-34,0.7%,0.6%,1%,2%,3%,1.6,60,
CC(C)CN1C(=O)c2ccc(C(=O)Nc3ccc(O)cc3C(=O)O)cc2C1=O,-14%,.,.,.,.,2.6%,0.1%,5%,-3%,1%,-0.9,88,
COc1ccc2c(OC)cc(=O)n(C)c2c1,-7%,i,-12,-17,-8,5.2%,-0.2%[50 µM],-3%,60%*,-2%,2.2,57,
COc1ccc(CCC(=O)Nc2nc(C)c(C(=O)N(C)C)s2)cc1,14%,.,.,.,.,2.1%,1.6%[50 µM],3%,-10%,-6%,-0.5,51,
O=C(CCNS(=O)(=O)c1ccccc1)NNC(=O)c1csc(N2CCOCC2)n1,.,.,.,.,.,-1.5%,0.3%[50 µM],-7%,.,.,0.8,55,
Cc1oc(-c2ccccc2F)nc1CS(=O)CC(=O)NC1CCCC1 (centres undefined),-13%,.,.,.,.,1.4%,-0.1%,-3%,-4%,-3%,1.4,51,
Cc1ccc(C(=O)c2cc([N+](=O)[O-])ccc2N2CCCCC2)cc1C,-11%,i,27,29,-26,3.6%,2.3%,-5%,1%,6%,6.6,37,
CC1(C)CC(NC(=O)CCc2nnc(CCCCc3ccccc3)o2)CCO1 (centres undefined),-1%,i,-37,-6,-9,2.1%,0.1%,-2%,-8%,-10%,-0.5,89,
Cc1c(NC(=O)C(C)N2CC(C)OC(C)C2)c(=O)n(-c2ccccc2)n1C (centres undefined),-7%,i,-7,19,26,-1.6%,-0.3%,1%,-1%,-5%,-0.5,48,
O=c1[nH]cnc2c([N+](=O)[O-])cccc12,12%,i,-3,-14,31,2.0%,-0.3%,-1%,-3%,-2%,1.7,48,
O=C(Nc1nc(-c2cccs2)c(-c2cccs2)s1)C1CCCC1,17%,i,19,72*,28*,.,3.2%,-3%,0%,3%,.,.,
O=C(Nc1cc([N+](=O)[O-])ccc1N1CCOCC1)c1cccs1,2%,.,.,.,.,1.5%,1.4%[50 µM],1%,-6%,8%,0.6,61,
COc1ccc2cc(C(C)=O)c(=O)oc2c1,4%,i,0,-4,-2,1.3%,0.2%,-1%,-5%,-2%,1.3,69,
Cc1cc(C(=O)N/N=C/C=C/c2ccc([N+](=O)[O-])cc2)n[nH]1,-3%,i,1,5,8,1.4%,0.9%,-4%,13%,-8%,0.0,91,
Cc1cc(=O)c(C(=O)O)nn1-c1ccccc1[N+](=O)[O-],1%,.,.,.,.,1.8%,-0.4%,-3%,-13%,16%,-1.4,62,
COc1ccccc1C(=O)N(Cc1ccc(C)o1)C1CCS(=O)(=O)C1 (centres undefined),-2%,.,.,.,.,2.5%,0.9%[50 µM],-8%,-13%,3%,1.6,59,
CCc1ccccc1N(CC(=O)N1CCCC1)S(C)(=O)=O,-2%,.,.,.,.,0.6%,-0.2%,-2%,-7%,6%,2.4,56,
CC(=O)Nc1ccc(NC(=O)c2c(-c3ccccc3Cl)noc2C)cc1,3%,.,.,.,.,1.1%,0.6%,-9%,-10%,3%,2.1,33,
Cc1ccc(-c2noc(C3CCCN(C(=O)c4ccccc4Br)C3)n2)cc1 (centres undefined),10%,.,.,.,.,0.1%,0.1%,-1%,-4%,-6%,0.1,63,NS5 inhibitors pilot replicate=4.0
COc1cccc(/C=N/NC(=O)c2cccc3ccccc23)c1OC,.,.,.,.,.,0.5%,0.9%,-3%,.,.,-0.4,37,
O=C(CN1CCC(NC(=O)c2ccc(Br)cc2)CC1)NCc1cccs1,21%,i,-1,-1,4,2.4%,0.0%,-9%,-5%,-10%,-1.9,89,
CC(C)C(NC(=O)c1ccc(C(C)(C)C)cc1)C(=O)NCC(c1ccccc1)N(C)C (centres undefined),1%,.,.,.,.,-0.7%,0.5%,-18%,-6%,4%,-0.1,55,
COc1ccc(Br)c(C(=O)Nn2c(C)nc3ccccc3c2=O)c1,4%,i,0,-4,7,0.6%,5.5%,-1%,-5%,2%,-0.2,48,
COc1cc(/C=C(\C#N)C(=O)NCC2CCCO2)ccc1OC(=O)c1ccco1 (centres undefined),.,.,.,.,.,0.6%,0.1%[50 µM],-12%,.,.,3.3,62,
COc1cc(/C=N/NC(=O)CCN2CCCCC2)ccc1O,-2%,i,13,21,1,-1.9%,5.2%,-12%,-1%,-7%,0.5,35,
C=CCn1c(SCc2nc3ccccc3c(=O)[nH]2)nc2ccccc2c1=O,-5%,i,3,-7,-5,6.3%,0.4%,-8%,5%,-9%,-0.9,32,
COC(=O)c1ccc(S(=O)(=O)N2CCCCC2)o1,-2%,i,0,-5,-3,1.4%,0.7%,1%,-3%,-2%,-4.2,102,NS5 inhibitors pilot replicate=0.3
CCOCC(=O)Nc1ccc(S(=O)(=O)Nc2ncccn2)cc1,2%,i,2,11,5,1.0%,0.1%,0%,-12%,8%,1.1,61,
Cc1ccccc1N1C(=O)C(Oc2ccc(Cl)cc2)C1CNCCCOC(C)C (centres undefined),6%,i,4,33,22,5.3%,1.1%[50 µM],-9%,-4%,5%,2.6,42,
OC1C(O)C(O)C(O)C(O)C1O (centres undefined),.,.,.,.,.,0.7%&2.2%&0.0%,-7.1%&-0.6%&4.1%,0%&-7%&0%,.,.,-0.4&3.3&-0.9,42&60&63,
Cc1ccc(S(=O)(=O)N2CCN(S(=O)(=O)N3CCOCC3)CC2)cc1,-9%,i,1,43,13,-0.6%,-0.1%,0%,-6%,5%,-0.4,48,
Oc1oc(C=Nc2ccc(F)cc2F)c2ccccc12,6%,i,-7,11,10,1.6%,-0.9%,.,-7%,8%,0.3,91,
Cc1ccn2c(NC(=O)C(C)(C)Oc3ccc(Cl)cc3)c(-c3cccs3)nc2c1,4%,i,3,53,24,16%,-2.1%,-6%,3%,-2%,11,56,
O=C(NCCOCCOCCNC(=O)c1ccccc1)c1ccccc1,24%,i,0,-11,-2,1.6%,0.1%,-6%,-7%,-5%,0.2,99,
CCOc1ccc2nc(SCC(=O)NC(=O)NCc3ccco3)[nH]c2c1,11%,i,-2,-2,12,1.1%,0.0%,-3%,-2%,16%,0.2,60,

# The list goes on; it opens with the three that closed the last part.
SMILES,GPR35 arrestin U2OS,Autophagy mod,Autophagy mod cell loss 18 h,WT yeast gro inh,WT yeast gro inh mutant strain,RSV antiviral HEp-2,UTI89 phage lysis,NS5 inhibitors,LYP inhibition,AID2073,NTR1 ag,NTR1 ag cell count 20 µM,others
Cc1ccn2c(NC(=O)C(C)(C)Oc3ccc(Cl)cc3)c(-c3cccs3)nc2c1,4%,i,3,53,24,16%,-2.1%,-6%,3%,-2%,11,56,
O=C(NCCOCCOCCNC(=O)c1ccccc1)c1ccccc1,24%,i,0,-11,-2,1.6%,0.1%,-6%,-7%,-5%,0.2,99,
CCOc1ccc2nc(SCC(=O)NC(=O)NCc3ccco3)[nH]c2c1,11%,i,-2,-2,12,1.1%,0.0%,-3%,-2%,16%,0.2,60,
CCCNC(=O)CSc1nnc(C)s1,5%,i,-9,4,-12,-0.2%,1.5%,-3%,-9%,3%,-1.9,47,
COc1ccc2nc(N3CCC(C)CC3)c(C#N)cc2c1,28%,i,1,-4,-15,15%,1.3%,14%,-2%,-14%,7.1,90,
O=C(O)c1ccccc1N=Nc1ccc(O)cc1,.,.,.,.,.,-0.1%,1.8%,-1%,.,.,2.4,49,
COc1ccccc1CC(=O)NNS(=O)(=O)c1ccccc1[N+](=O)[O-],10%,i,-1,-13,-9,-1.4%,0.5%,.,-7%,-5%,1.4,51,
CCOC(=O)N1CCN(S(=O)(=O)c2ccc(C(=O)Nc3nc4ccccc4s3)cc2)CC1,14%,i,-6,0,-10,-0.8%,-0.1%,-8%,-3%,9%,1.9,62,
COc1ccc(-c2nc3cnccn3c2Nc2ccc3c(c2)OCO3)cc1,-9%,i,-2,4,-3,1.7%,1.0%,-1%,-3%,-23%,0.1,59,
Cc1ccc(NC(=O)NCc2cccnc2)cc1,-8%,.,.,.,.,2.2%,-0.1%,-3%,0%,2%,0.3,60,
O=C(NC1CCCCC1)C(c1ccc(Cl)cc1)N(C(=O)c1ccccn1)c1cccnc1 (centres undefined),9%,i,-9,-14,-13,0.3%,.,.,-10%,6%,0.2,84,
COc1ccc(N2CCN(CC(=O)Nc3ncc(C)s3)CC2)cc1,0%,.,.,.,.,0.9%,0.4%,-3%,-7%,17%,0.4,79,
